From PubChem BioAssay
hIAP act: human IAP activation | P09923 | purified human IAP, CDP-Star luminescence, 30 min; hits give high values; 1 = vehicle-only enzyme, 0 = enzyme-free background | activation factor at 10 µM | 0.16% of 330,000 active;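 active means activation factor of the enzyme at least 2-fold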; further: the source names both 10 and 20 µM as test concentration; values of inactives mirror those of a sister screen read the other way
MPTP inh: permeability transition pore inhibition; inhibition, % at 10 µM; 1.4% of 360,000 active; AID 602449; isolated mouse mitochondria, Ca2+ swelling absorbance, 30 min;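 active means inhibition of 50% or more, scaled per plate between neutral and stimulator controls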;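 further: 0% = DMSO wells given calcium and 100% = 1 mM EGTA wells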
APOBEC3G inh: APOBEC3G (human) deaminase inhibition; inhibition, % at 20 µM; AID 493012; recombinant A3G, ssDNA deamination FAM/TAMRA fluorescence; 0.28% of 330,000 active;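 active means inhibition of at least 40% at 20 µM, with no more than 30% in the related APOBEC3A deaminase screen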;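 further: plate controls were DMSO wells with A3G for no effect and wells lacking A3G enzyme for full effect; some compounds called inactive have numbers as strong as hits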
Target sequence (Q9HC16 whole entry, looked up): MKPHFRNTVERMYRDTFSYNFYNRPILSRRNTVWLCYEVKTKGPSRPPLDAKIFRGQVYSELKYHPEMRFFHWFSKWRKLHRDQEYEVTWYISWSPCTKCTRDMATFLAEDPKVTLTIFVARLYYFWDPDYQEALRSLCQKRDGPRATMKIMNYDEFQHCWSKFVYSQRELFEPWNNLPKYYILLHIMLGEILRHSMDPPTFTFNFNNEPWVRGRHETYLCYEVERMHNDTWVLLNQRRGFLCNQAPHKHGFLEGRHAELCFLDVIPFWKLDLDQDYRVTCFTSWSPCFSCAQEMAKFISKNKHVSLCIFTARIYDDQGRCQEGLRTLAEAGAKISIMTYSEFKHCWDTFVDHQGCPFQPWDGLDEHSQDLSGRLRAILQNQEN
A3A deaminase: inhibitors of human APOBEC3A DNA deaminase; P31941; recombinant A3A, FAM/TAMRA ssDNA deamination fluorescence; inhibition, % at 20 µM; 0.41% of 330,000 active;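 active means at least 40% inhibition at 20 µM here, with at most 30% in a related deaminase screen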;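 further: plate controls were A3A with DMSO for no effect and wells lacking A3A enzyme for full effect; some results filed as inactive read as strong as hits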
Target sequence (P31941 whole entry, looked up): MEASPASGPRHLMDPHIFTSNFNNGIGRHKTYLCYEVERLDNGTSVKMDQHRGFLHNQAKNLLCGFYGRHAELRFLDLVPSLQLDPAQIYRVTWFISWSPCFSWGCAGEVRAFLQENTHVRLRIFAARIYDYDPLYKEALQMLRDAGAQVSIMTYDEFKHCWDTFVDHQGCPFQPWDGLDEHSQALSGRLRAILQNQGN
MIN6 prolif: MIN6 beta-cell proliferation induction. proliferation, % at 10 µM. 0.29% of 330,000 active. AID 2380. MIN6 cells proliferation, ATPlite luminescence, 48 h; cells starved in 0.2% serum; 100% = growth in 10% serum;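 active means compounds whose signal lies at least 3.5 SD above the mean of all wells on their plate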;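 further: 0% = DMSO-treated cells in low-serum medium and 100% = 10% serum control; some compounds called inactive have numbers as strong as hits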
hIAP inh: human IAP inhibition. P09923. purified IAP, CDP-Star luminescence, 30 min. inhibition, % at 10 µM. 0.12% of 330,000 active. AID 2544;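 active means inhibition reaching a set limit with compound at 10 µM in the primary screen, cut at about 35% in these data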;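 further: plate controls were DMSO wells with enzyme for no effect and no-enzyme buffer wells for full effect; values of inactives mirror those of a sister screen read the other way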
ATG4B inh: inhibitors of human ATG4B cysteine protease. Q9Y4P1. ATG4B cleavage of LC3-PLA2, NBD-HPC fluorescence, 1 h. inhibition, % at 8.33 µM. 0.51% of 340,000 active; in the data active means inhibition above about 40%
Target sequence (Q9Y4P1 whole entry, looked up): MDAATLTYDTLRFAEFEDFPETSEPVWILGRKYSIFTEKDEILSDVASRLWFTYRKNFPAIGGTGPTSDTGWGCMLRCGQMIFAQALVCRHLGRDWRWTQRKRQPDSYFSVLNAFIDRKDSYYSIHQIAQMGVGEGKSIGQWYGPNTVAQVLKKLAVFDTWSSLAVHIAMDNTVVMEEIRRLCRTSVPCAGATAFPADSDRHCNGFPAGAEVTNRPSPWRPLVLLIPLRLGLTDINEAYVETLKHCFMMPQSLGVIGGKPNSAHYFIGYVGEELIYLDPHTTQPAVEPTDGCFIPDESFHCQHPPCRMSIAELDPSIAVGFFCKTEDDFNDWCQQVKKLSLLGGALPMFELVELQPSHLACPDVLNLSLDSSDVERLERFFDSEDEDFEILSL
mIAP activ: mouse IAP activation | AID 2805 | activation factor at 10 µM | 0.24% of 330,000 active | muIAP, CDP-Star luminescence, 30 min; hits give high values; 1 = vehicle-only enzyme signal, 0 = enzyme-free wells;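 active means activation factor of at least 2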; further: the source names both 10 and 20 µM as test concentration; values of inactives mirror those of a sister screen read the other way
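System: Mouse IAP enzyme | Also added: CDP-Star substrate | Dosing: Compounds dispensed in DMSO | Schedule: 30 min enzyme-substrate-compound incubation at room temperature | Technique: Chemiluminescence readout | Control set: DMSO-only wells and no-enzyme negative control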
mIAP inh: blocks mouse intestinal alkaline phosphatase. purified mouse IAP, CDP-Star luminescence, 30 min. inhibition, % at 10 µM. 0.2% of 330,000 active. AID 2806;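 active means inhibition of at least 40% at 10 µM in the primary screen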;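 further: plate controls were DMSO with enzyme for no effect and no enzyme wells for full effect; values of inactives mirror those of a sister screen read the other way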
* hit, by the source's call.

SMILES | hIAP act | MPTP inh | APOBEC3G inh | A3A deaminase | MIN6 prolif | hIAP inh | ATG4B inh | mIAP activ | mIAP inh
COc1cccc(NC(=O)CN(C)C(=O)Cc2c(C)nc3ccccc3c2C)c1 | 0.91 | -1.2 | 1 | 2 | -4 | 9 | -8 | 1 | -1
O=C(CSc1nccc(=O)[nH]1)N1N=C2/C(=C/c3ccco3)CCCC2C1c1ccco1 (centres undefined) | 1.1 | -0.7 | 27 | 46* | -2 | -8 | -6 | 0.83 | 17
COc1ccc(/C=C/C(=O)O)cc1COc1ccccc1C | 0.95 | 1.2 | -6 | -4 | -3 | 5 | -3 | 1 | -1
Cc1ccc(NC(=O)CSc2sc3c(O)cc(=O)[nH]c3c2C#N)c(F)c1 | 0.82 | -2.3 | 11 | 19 | -1 | 18 | 7 | 0.89 | 11
CC(=O)NC(CC(=O)OCc1ccc([N+](=O)[O-])cc1)c1ccccc1 (centres undefined) | 0.89 | -0.9 | 9 | -2 | 0 | 11 | -17 | 0.9 | 10
CC1CN(S(=O)(=O)c2ccc(C(=O)N(CCCN(C)C)c3nc4c(Cl)cccc4s3)cc2)CC(C)O1 (centres undefined) | 0.92 | -0.8 | -7 | 1 | 0 | 8 | 1 | 0.89 | 11
COCCNC(=O)CN1C(=O)NC(c2ccccc2)(c2ccccc2)C1=O | 1.1 | 0.3 | -9 | -3 | -6 | -7 | -4 | 0.94 | 6
Cc1nc2cc(NC(=O)N3c4ccccc4CC3C)ccc2n1C (centres undefined) | 1.1 | 0.4 | -7 | 4 | -4 | -9 | -2 | 1.1 | -7
CN1CCN(c2ccc(NC(=O)c3sc4ccccc4c3Cl)cc2)CC1 | 0.97 | 11 | -2 | -7 | -7 | 3 | -7 | 1 | -5
C/C(=N\NC(=O)c1cccnc1)c1cc2ccccc2o1 | 1.3 | 1.3 | -1 | 0 | 0 | -31 | -7 | 1 | 0

The last 2 records of the section above come first, to join the parts.
SMILES | hIAP act | MPTP inh | APOBEC3G inh | A3A deaminase | MIN6 prolif | hIAP inh | ATG4B inh | mIAP activ | mIAP inh
CN1CCN(c2ccc(NC(=O)c3sc4ccccc4c3Cl)cc2)CC1 | 0.97 | 11 | -2 | -7 | -7 | 3 | -7 | 1 | -5
C/C(=N\NC(=O)c1cccnc1)c1cc2ccccc2o1 | 1.3 | 1.3 | -1 | 0 | 0 | -31 | -7 | 1 | 0
COc1ccc(C2=NN(CCC(=O)NC3CCC(C)CC3)C(=O)CC2)cc1 (centres undefined) | 0.97 | -1.1 | -8 | -5 | 4 | 3 | 6 | 1.1 | -8
COc1ccc(-n2c(=O)c3ccccc3n(CC(=O)OCc3ccccc3)c2=O)cc1OC | 0.89 | 0.1 | -5 | 0 | 0 | 12 | -8 | 0.92 | 8
CN(CC(=O)Nc1cccc(S(=O)(=O)N2CCOCC2)c1)CC(=O)Nc1ccc(Cl)c(C(F)(F)F)c1 | 0.94 | -0.2 | -5 | 0 | -7 | 6 | -14 | 1 | -4
COc1cccc(CNC(=O)C(C)n2ccc3cc(S(=O)(=O)N4CCCC4)ccc32)c1 (centres undefined) | 1.1 | -1.0 | 0 | 2 | -3 | -5 | 1 | 1.2 | -21
COc1ccc(-c2cc(C(=O)N/N=C/c3ccc4c(c3)OCO4)c3ccccc3n2)c(OC)c1 | 1 | -1.3 | -5 | -2 | -1 | 0 | -11 | 1 | -5
O=C(N/N=C/c1cn(-c2ccccc2)nc1-c1ccccc1)c1ccco1 | 1 | 5.8 | -11 | -4 | -3 | -2 | -4 | 0.84 | 16
CCCCCOC(=O)Cc1c(O)c2ccccc2[nH]c1=O | 0.95 | -3.4 | -4 | -7 | -2 | 5 | 1 | 0.98 | 2
COC(=O)c1cc(C)sc1NC(=O)C1C2C=CC(CC2)C1C(=O)O (centres undefined) | 0.91 | 1.3 | -4 | 2 | -1 | 9 | -1 | 1 | -1
O=C(c1ccccc1)c1cnc(Nc2ccccc2Cl)s1 | 1.2 | 2.2 | -4 | -1 | -3 | -16 | 44* | 0.79 | 21
CC(C)=C[C@@H]1C[C@H](C)[C@H]2CC[C@H](C)c3c(O[C@@H]4O[C@@H](C)[C@@H](O)[C@@H](O)[C@@H]4O)c(O)c(C)c1c32 | 1.1 | 0.0 | -10 | -3 | -6 | -9 | -8 | 1 | -4
c1ccc(COc2cccc(CN3CCc4ccccc4C3)c2)cc1 | 0.95 | -0.1 | -1 | -4 | -3 | 5 | 1 | 1 | -5
O=C(COC(=O)Cc1ccc(F)cc1)NC1CCS(=O)(=O)C1 (centres undefined) | 1.1 | 0.3 | -1 | -2 | 0 | -13 | -5 | 1.1 | -7
C=C(C)COc1ccc(-c2ncncc2-c2ccccc2OC)c(O)c1 | 1 | 0.4 | -9 | -1 | 1 | -1 | -2 | 0.94 | 6
CCn1c(=O)cc(OCC(=O)Nc2cccc(C)n2)c2ccccc21 | 0.97 | -0.9 | -6 | -3 | -4 | 3 | -1 | 1 | -2
CC(c1ccccc1)N1CCn2c(nc3cc(NC(=O)c4cccs4)ccc32)C1 (centres undefined) | 0.91 | -0.9 | -5 | -1 | -2 | 9 | 7 | 0.98 | 2
CCC(=O)N(Cc1ccco1)c1nc(-c2cc(OC)ccc2OC)cs1 | 0.94 | 5.2 | -8 | -4 | -2 | 6 | -5 | 0.99 | 1
CN1CCN(CC(=O)N(Cc2c(C#N)c3ccccc3n2C)c2ccccc2)CC1 | 1 | -0.6 | -4 | -1 | -4 | -3 | -17 | 0.9 | 10
Cc1ccc(CC2C(=O)N(c3nc(C)cc(C)n3)C(=O)C2C)cc1 (centres undefined) | 1 | 0.9 | -11 | -1 | 1 | 0 | -8 | 1 | -4
O=C(O)c1c2c(nc3ccccc13)/C(=C/c1ccc(O)cc1)CCC2 | 1 | -0.7 | 1 | 3 | -3 | -4 | -4 | 1.4 | -36
CCOC(=O)C1CCCN(S(=O)(=O)c2ccc(S(N)(=O)=O)cc2)C1 (centres undefined) | 0.93 | -0.2 | -6 | -1 | 1 | 7 | -4 | 0.94 | 6
Cc1cc(-c2ccccc2)nc(SCC(=O)N2CCCC2)n1 | 1.1 | -1.5 | -2 | 0 | -1 | -8 | -9 | 1.1 | -8
COc1ccc(C(=O)C2CCCN(C(=O)/C=C/c3ccccn3)C2)c(C)c1 (centres undefined) | 0.83 | 0.3 | -4 | -3 | 1 | 17 | -2 | 0.85 | 15
CC(NC(=O)COC(=O)c1ccc(Cl)cc1O)c1ccc(F)cc1 (centres undefined) | 0.89 | 1.4 | -5 | -1 | 0 | 11 | -7 | 1 | -1
COc1cc(NC(=O)Nc2cc(C)on2)cc(OC)c1OC | 1.3 | -2.6 | -4 | 0 | -2 | -28 | -8 | 1.1 | -7
CC(=O)Nc1cccc(C(=O)NNC(=O)c2ccccc2-n2cccc2)c1 | 0.95 | -1.2 | -5 | -4 | 1 | 5 | -3 | 0.96 | 4
CC(C)C[C@H]1CN=C(Nc2ccccc2)N1CCC1CCCCC1 | 0.89 | 1.9 | 5 | 2 | -8 | 11 | -1 | 1.1 | -14
C[C@H]1CN([C@@H](C)CO)C(=O)c2cc(NC(=O)CCN3CCOCC3)ccc2O[C@H]1CN(C)C(=O)Nc1ccc(F)cc1 | 1 | -1.3 | 12 | -1 | 4 | -2 | 6 | 1.1 | -11
CSCCCNC(=S)Nc1cccc(S(=O)(=O)NC2=NCCC2)c1 | 1.2 | 1.9 | -5 | -8 | -1 | -17 | -1 | 1.1 | -10
CC(C)(C)NC(=S)NCC1CC1 | 1 | 4.3 | -12 | -3 | -4 | -4 | -8 | 0.98 | 2
COc1cccc(/C=N/NC(=O)Cn2cnc3c2c(=O)n(C)c(=O)n3C)c1OC | 1 | 0.9 | -7 | -1 | -2 | -5 | 9 | 1 | -5
CN(CC(=O)Nc1cccc(F)c1)C(=O)/C=C/c1ccc(Br)s1 | 1 | -0.3 | 3 | 2 | -7 | -3 | -12 | 0.9 | 10
CC1CCCCN1C(C(=O)O)c1ccccc1 (centres undefined) | 1.1 | 2.1 | -8 | -3 | 0 | -9 | -1 | 1 | 0
CCN(CC1CCCO1)C(=O)CCc1nnc(CCc2ccc(OC)cc2)o1 (centres undefined) | 1 | -1.0 | 1 | 1 | -2 | -3 | -9 | 0.89 | 11
CN1C(=S)SC(N(O)C(=O)Nc2ccccc2)C1(C)C (centres undefined) | 0.99 | 1.0 | -3 | -3 | 2 | 1 | -9 | 0.93 | 8
COc1ccccc1NS(=O)(=O)c1cccc(C(=O)N/N=C(\C)c2ccncc2)c1 | 0.9 | -2.0 | -5 | -4 | -1 | 10 | -7 | 1 | -1
Cc1nc(SCc2nc3c([N+](=O)[O-])cccc3[nH]2)c2oc3ccccc3c2n1 | 0.98 | 1.7 | -10 | -2 | -2 | 2 | 2 | 0.92 | 8
Cc1ccc(-n2c(=O)[nH]c3c(C(N)=O)nc(CC(C)C)nc32)cc1 | 1.5 | -2.2 | -2 | -17 | -1 | -49 | -13 | 0.98 | 2
Cc1oc(C(=O)O)cc1CSc1nnc(-c2ccccc2)n1C | 1.1 | -0.6 | -4 | 2 | -3 | -9 | 2 | 0.99 | 1
COc1ccc(Nc2c([N+](=O)[O-])ccc3c2=NC2(CCCCC2)N=3)cc1 | 0.93 | 6.4 | -11 | 2 | -3 | 7 | 4 | 0.88 | 12
Cc1cnc(CNC(=O)C2CCC(=O)N(CCc3ccc(Cl)cc3)C2)cn1 (centres undefined) | 1.3 | 0.1 | -6 | -4 | 3 | -33 | -1 | 1 | -2

Only MPTP inh, for five of the compounds above:
canonical_smiles	MPTP inh
CN(CC(=O)Nc1cccc(F)c1)C(=O)/C=C/c1ccc(Br)s1	-0.3
CC1CCCCN1C(C(=O)O)c1ccccc1 (centres undefined)	2.1
CCN(CC1CCCO1)C(=O)CCc1nnc(CCc2ccc(OC)cc2)o1 (centres undefined)	-1.0
CN1C(=S)SC(N(O)C(=O)Nc2ccccc2)C1(C)C (centres undefined)	1.0
COc1ccccc1NS(=O)(=O)c1cccc(C(=O)N/N=C(\C)c2ccncc2)c1	-2.0

Next part:
SMILES | hIAP act | MPTP inh | APOBEC3G inh | A3A deaminase | MIN6 prolif | hIAP inh | ATG4B inh | mIAP activ | mIAP inh
O=C(NCc1ccco1)NCC(F)(F)F | 0.95 | -2.0 | -5 | -1 | -3 | 5 | 1 | 1 | 0
CC(C)OCCCN1CN(S(=O)(=O)c2cccc(Cl)c2)c2nc3ccccc3nc21 | 0.94 | 1.0 | -4 | -3 | 0 | 6 | -11 | 0.95 | 5
CCC(=O)c1ccc(OCC(O)CNC(C)c2ccccc2)cc1 (centres undefined) | 1.1 | -1.3 | 10 | -1 | 0 | -10 | 4 | 0.94 | 6
Cc1cccc(OCCNc2ccc([N+](=O)[O-])cn2)c1 | 0.97 | -0.3 | -4 | -1 | 0 | 3 | -5 | 0.85 | 15
COc1ccc(C)cc1NC(=O)C1CCCN(S(=O)(=O)c2ccc3c(c2)CCCN3C(C)=O)C1 (centres undefined) | 0.88 | 1.0 | -3 | -3 | 0 | 12 | 4 | 0.99 | 1
CC(=O)c1cccc(N(C(=O)CNC(=O)c2ccco2)C(C(=O)NCC2CCCO2)c2ccccc2)c1 (centres undefined) | 0.92 | -2.6 | -10 | -4 | 0 | 8 | -11 | 0.99 | 1
Cc1cc(C)n2nc(C(=O)OCC(=O)NC(=O)c3ccccc3)nc2n1 | 0.96 | -3.0 | -4 | 4 | 0 | 4 | -5 | 0.97 | 3
Cc1c(N2C(=O)c3ccc4c5c(ccc(c35)C2=O)CC4)c(=O)n(-c2ccccc2)n1C | 0.99 | -0.3 | 38 | 8 | -2 | 1 | 7 | 0.87 | 13
Nn1c(SCC(=O)N2CCOCC2)nnc1-c1cccnc1 | 1 | 0.0 | -11 | 7 | 0 | 0 | -3 | 1 | 0
